DENV2 CPE rescue – protects cells from dengue virus 2 cytopathic effect; CPE inhibition, % at 9.99 µM; DENV2-infected cells, cytopathic effect rescue, plate reader; actives 1.7% (n = 350,000); AID 651640; in the data active = CPE inhibition above about 20%, passing the limit was not always enough; inconclusive = no clear call, values can overlap the other calls; tested in BHK-21 cells;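 also: 0% = median of neutral control wells and 100% = median of positive control wells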
E-selectin induc – E-selectin induction on HUVECs | HUVEC E-selectin immunofluorescence imaging; normalized: neutral wells 0, TNF-alpha wells 100 | actives 0.37% (n = 260,000) | activation, % at 7.58 µM | AID 686992;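 active = mean E-selectin-positive cell signal at least 10% of the positive control, reached in at least 60% of replicates, without over 20% cell loss; inconclusive = no rule given, readout overlaps actives, possibly toxicity-flagged; inactive = the rest, including those meeting only one limit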;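 also: in these data hits start at about 27%; measured in HUVEC primary endothelial cells; signal is the percent of cells scored E-selectin positive by PE staining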
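Material: HUVEC primary endothelial cells; Amount: 3,000 cells per well; Dosing: single concentration; Medium: EGM-2 growth medium on 0.1% gelatin-coated wells; Read-out basis: percent E-selectin-positive cells; Signal: immunofluorescence imaging; Control set: TNF-alpha, DMSO.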
PglD DTNB – inhibitors of Campylobacter jejuni PglD acetyltransferase; purified PglD enzyme, DTNB colorimetric CoA detection; inhibition, % at 12.5 µM; actives 0.098% (n = 360,000); in the data active = inhibition above about 16%, passing the limit was not always enough; inconclusive = no clear call, values can overlap the other calls; also: strong numbers were not always called active
S100A4 inh HTS – blocks human S100A4 binding to myosin IIA peptide. AID 652163. P26447. inhibition, % at 10.7 µM. S100A4/TAMRA-MyoIIA peptide fluorescence polarization. actives 0.14% (n = 360,000);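 active = mean inhibition of at least 70% across replicates, with every replicate also reaching that level; inconclusive = mean inhibition reaches 70% but some replicates fall short; inactive = mean inhibition below 70%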
Target sequence (P26447 whole entry, looked up): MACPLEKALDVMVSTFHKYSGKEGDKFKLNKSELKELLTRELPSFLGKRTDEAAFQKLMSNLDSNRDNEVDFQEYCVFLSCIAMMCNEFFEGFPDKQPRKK
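Material: S100A4 monomer (human). Medium: Calcium-containing HEPES buffer, pH 7.2. Probe or stimulus: labelled myosin peptide probe, 5 nM. Compound dosing: one concentration per compound. Timing: polarization read 5 min after assay mix addition, stable 5–60 min. Benchmarks: DMSO as neutral control, TFP as positive control.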
Statin myotox sup – suppression of simvastatin myotoxicity; rescue of ATP level, % at 7.49 µM; C2C12 myotubes + simvastatin, ATP luminescence, 48 h; scaled: DMSO 0, geranylgeraniol control 100; actives 0.78% (n = 330,000); AID 602340;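 active = mean ATP rescue above about 67%, or every replicate alone reaching that limit, limit read from the data, passing the limit was not always enough; inconclusive = no clear call, values can overlap the other calls; inactive = mean under the limit and some replicate under it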;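 also: myotubes were challenged with 10 µM simvastatin during compound exposure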
ERp5 inh – inhibitors of human ERp5 | Q15084 | ERp5 insulin aggregation, absorbance 650 nm, 90 min | inhibition, % at 9.99 µM | actives 0.05% (n = 350,000);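 active = mean replicate inhibition above about 25%, with every replicate also reaching it, limit read from the data, passing the limit was not always enough; inconclusive = only one of those two criteria met; inactive = neither criterion met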
Target sequence (Q15084 whole entry, looked up): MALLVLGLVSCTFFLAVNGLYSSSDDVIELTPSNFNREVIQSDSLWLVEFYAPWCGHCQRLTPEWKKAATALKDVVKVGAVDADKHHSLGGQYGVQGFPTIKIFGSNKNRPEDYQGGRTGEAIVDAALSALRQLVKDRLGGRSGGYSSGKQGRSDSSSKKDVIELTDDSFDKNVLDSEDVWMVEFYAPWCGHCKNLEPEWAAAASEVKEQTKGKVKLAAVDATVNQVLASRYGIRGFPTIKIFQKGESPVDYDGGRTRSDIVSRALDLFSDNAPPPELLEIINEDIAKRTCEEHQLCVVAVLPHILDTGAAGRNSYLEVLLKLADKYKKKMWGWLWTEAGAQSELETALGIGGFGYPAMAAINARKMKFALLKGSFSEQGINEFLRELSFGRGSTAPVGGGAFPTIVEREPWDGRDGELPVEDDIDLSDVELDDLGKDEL
SIRT5 inh – blocks human SIRT5 desuccinylation of peptide; Q9NXA8; Purified SirT5, succinyl-peptide AMC, trypsin-coupled fluorescence; inhibition, % at 15 µM; actives 1.1% (n = 330,000); AID 652115; in the data active = inhibition above about 15%; inconclusive = no clear call, values can overlap the other calls
Target sequence (Q9NXA8 whole entry, looked up): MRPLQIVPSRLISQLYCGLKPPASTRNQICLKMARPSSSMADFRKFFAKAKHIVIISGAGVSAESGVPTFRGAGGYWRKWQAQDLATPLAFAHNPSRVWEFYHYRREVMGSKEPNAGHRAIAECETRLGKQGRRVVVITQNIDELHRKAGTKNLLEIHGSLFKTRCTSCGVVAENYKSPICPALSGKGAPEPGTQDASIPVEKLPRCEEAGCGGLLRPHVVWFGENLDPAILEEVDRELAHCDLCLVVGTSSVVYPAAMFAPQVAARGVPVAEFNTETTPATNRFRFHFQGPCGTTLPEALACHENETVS
* hit, by the source's call; ? = inconclusive; . = no result given. These rows are one share of the data, so the mix of outcomes need not match the whole.

Each structure is followed by: DENV2 CPE rescue, E-selectin induc, PglD DTNB, S100A4 inh HTS, Statin myotox sup, ERp5 inh, SIRT5 inh
Cc1ccc(NC(=O)CSc2ncn[nH]2)c([N+](=O)[O-])c1
 : 9, -0.7, -1, -3, -2, 1, -2
CC(C)=CCC/C(C)=C/CNC(=O)CC1C[C@H](C(=O)N(C(C)C)C(C)C)[C@@]2(C)c3[nH]c4ccccc4c3CCN2C1=O (some centres not stated)
 : -9, -0.2, 3, -4, -9, 4, -1
N/C(=N\OC(=O)C1CCCCC1)c1ccc(Cl)cc1
 : 2, -0.2, -1, -8, 8, 4, -1
CN1c2ccc(-c3ccccc3)cc2[C@@H]2[C@@H](CCN2C(=O)Cc2cccnc2)[C@H]1CO
 : ?, 0.8, -2, -9, 22, -3, 2
O=[N+]([O-])c1ccc(N2CCCCC2)nc1
 : 0, ., 3, -3, -13, 1, -5
O=C(NCC[C@@H]1CC[C@@H](NC(=O)C2CCCC2)[C@@H](CO)O1)c1cc(Cl)cc(Cl)c1
 : 21*, 0.5, 0, 10, 3, -4, 0
Cc1ccc(C)c(Cn2c(=O)n(-c3ccc(CC(=O)NCc4ccco4)cc3)c(=O)c3sccc32)c1
 : -10, 2.2, 1, -2, -17, -1, .
COCC(=O)N(C)C[C@@H]1Oc2cc(-c3cccnc3)ccc2S(=O)(=O)N([C@H](C)CO)C[C@H]1C
 : -2, 0.1, -2, 4, 10, -3, 0
CN(C)S(=O)(=O)c1cccc(NC(=O)c2ccc(N3CCCC3=O)cc2)c1
 : -7, ., -3, -2, 7, 0, -2
Cc1noc(C)c1S(=O)(=O)Nc1ccc2c(c1)C(=O)N([C@H](C)CO)C[C@H](C)[C@H](CN(C)C(=O)Nc1ccc3c(c1)OCO3)OCCCC[C@@H](C)O2
 : -4, -0.3, -2, -8, ., -3, 3
COc1ccc2[nH]c(=O)c(CN(C(=O)C3CCCO3)c3ccc(C)c(C)c3)cc2c1 (configuration not stated)
 : 0, 0.3, 0, -7, 12, 4, -1
Cc1ccc(S(=O)(=O)N2[C@H](CC(=O)c3ccc(Cl)c(Cl)c3)OC[C@@H]2C)cc1
 : 4, 0.1, ., -2, ., -1, -3
CNC[C@H]1OCc2ccccc2-c2c(n(C)c3ccccc23)C(=O)N([C@H](C)CO)C[C@H]1C
 : -2, -0.2, 2, 2, -22, -1, 0
CCCCCCCCN1C(=O)[C@@H](CC(=O)NCCCOC)C[C@@]2(C(=O)OC)C1=C[C@H](C(C)(C)C)O[C@@H]2C
 : -7, -0.1, ., -15, ., -4, .
C[C@@H]1CN([C@H](C)CO)S(=O)(=O)c2ccc(-c3ccccc3F)cc2O[C@@H]1CN(C)S(C)(=O)=O
 : 2, -0.2, 1, 3, -49, -5, -2
C[C@H](CO)N1C[C@H](C)[C@@H](CN(C)C(=O)C2CCCCC2)Oc2ncc(C#CC3CCCC3)cc2C1=O
 : -5, -0.3, -5, 4, 48, 6, 11
O=C1N(Cc2cccc(Cl)c2)C[C@@H]2C[C@@H](c3cccc4ncccc34)N3CCC[C@@]123
 : 3, -0.7, 2, -6, 33, 9, -1
Cc1ccc(CN2CCN(C3CSCCSC3)CC2CCO)cc1 (configuration not stated)
 : -3, ., 4, -2, -2, 7, 1
CCc1cc(-c2onc(C)c2-c2cscn2)c(O)cc1OC
 : 16, 1.1, ., -2, ., 1, 2
C[C@@H]1CN([C@H](C)CO)C(=O)c2cc(NS(=O)(=O)c3ccc(F)cc3)ccc2O[C@@H]1CN(C)C(=O)Nc1ccc(C(F)(F)F)cc1
 : 2, 0.0, 4, -5, 7, 2, 9
O=C(c1[nH]c(C(F)(F)F)nc1-c1ccccc1)N1CCOCC1
 : 8, 0.0, 0, -3, 2, 9, -3
CC1(C(=O)NS(=O)(=O)c2ccc(Br)cc2)CCN1C(=O)C1(c2ccccc2)CC1 (configuration not stated)
 : 6, -0.1, -1, 16, -8, -5, 1
CN1C(=O)[C@H]2[C@@H](/C=C/c3ccccc3)N3C(=O)CN(CCO)C(=O)[C@@]3(Cc3ccccc3)[C@H]2C1=O
 : 9, 0.0, -9, -1, 8, -9, -2
COc1cc(-c2n[nH]c(=S)n2C(C)c2ccccc2)cc(OC)c1OC (configuration not stated)
 : 4, -0.2, 2, 0, 7, 2, 1
NS(=O)(=O)c1ccc(NC(=O)CSc2n[nH]c(=O)n2Cc2ccccc2)cc1
 : 12, ., -7, 0, -3, -2, -3
O=C(COc1cccc(C(F)(F)F)c1)Nc1ccccc1N1CCCCC1
 : 14, -2.3, 0, -2, 3, -4, -1
O=C1CC(=O)Nc2cc(S(=O)(=O)N3CCOc4ccccc43)ccc2N1
 : -1, 0.0, -2, -2, 3, -9, -5
CN(C)C(=O)CCc1ccc2c3c([nH]c2c1)[C@]1(C)[C@@H](C(=O)N2CCCCC2)C[C@H](CC(=O)NCCc2ccccn2)C(=O)N1CC3
 : 0, 0.4, 2, 2, 6, -1, -10
CN1CCNC(=O)C1CC(=O)NCC1(c2ccccc2)CCCCC1 (configuration not stated)
 : 5, ., ., 0, ., 5, -1
CCOP(=O)(OCC)C(Nc1ccccc1)c1cc(OC)ccc1OC (configuration not stated)
 : -3, ., 1, -4, -1, -2, 6
O=C(CCN1CCCCC1)NCC[C@@H]1CC[C@H](NC(=O)C2CCC2)[C@@H](CO)O1
 : 46*, -0.5, 2, 4, 5, -1, 1
CC1(C)CC(=O)C=C(CN2C(=O)c3ccccc3C2=O)C1=O
 : 4, 1.3, 3, -11, 22, -2, .
O=C(O)c1ccc2c3n(nc2c1)-c1ccc(Cl)cc1CO3
 : -8, ., ., 1, ., 1, .
O=C(C[C@H]1CC[C@H](NS(=O)(=O)c2cccc(F)c2)[C@H](CO)O1)NCc1ccc2c(c1)OCO2
 : 2, 0.0, 4, 15, -11, -2, 4
O=C(CN1CCCC1)NC12CC3CC(CC(C3)C1)C2
 : -7, ., -1, -3, ., 0, .
Cc1cc(=O)oc2cc(OCC(=O)NCc3ccncc3)ccc12
 : -9, ., 4, -2, 0, -4, -4
O=C(C1CCCC1)N1CC(=O)N2[C@H](CO)[C@H](c3ccc(-c4cccnc4)cc3)[C@H]2C1
 : 11, -0.6, ., 3, ., 5, 3
Cc1cccc(N(C)S(=O)(=O)c2ccc3c(c2)NC(=O)CC(=O)N3)c1
 : 1, ., -2, -4, -1, 12, -2
O=C(COc1ccccc1)Nc1nnc(S(=O)(=O)N2CCCCCC2)s1
 : 2, 0.1, 2, -6, 0, 3, -5
C[C@@H]1CCCCO[C@H](CN(C)Cc2ccc(Cl)c(Cl)c2)[C@@H](C)CN([C@@H](C)CO)C(=O)c2cc(NC(=O)Nc3ccc4c(c3)OCO4)ccc2O1
 : 2, 0.1, 6, 10, ., 0, -1

A few values from above:
Result of `CC1(C)CC(=O)C=C(CN2C(=O)c3ccccc3C2=O)C1=O` under Statin myotox sup: 22
Result of `Cc1ccc(NC(=O)CSc2ncn[nH]2)c([N+](=O)[O-])c1` under ERp5 inh: 1

Other records:
Each structure is followed by: DENV2 CPE rescue, E-selectin induc, PglD DTNB, S100A4 inh HTS, Statin myotox sup, ERp5 inh, SIRT5 inh
CNC[C@@H]1Oc2ccc(NS(=O)(=O)c3ccc(C)cc3)cc2C(=O)N([C@H](C)CO)C[C@@H]1C
 : 2, 1.1, 6, -14, 7, 2, -1
CCOC(=O)C1CCN(C2CCN(C(=O)c3oc4c(F)cccc4c3C)CC2)CC1
 : ?, ., 1, -53, ., -24, -4
Cc1ccc(S(=O)(=O)Nc2cccc3c2O[C@H](CN(C)CC2CCCCC2)[C@@H](C)CN([C@H](C)CO)C3=O)cc1
 : 17, -0.3, 4, 2, -4, 4, -3
O=C(Nc1ccc(S(=O)(=O)N2CCCC2)cc1)c1ccc([N+](=O)[O-])o1
 : ., ., -2, -2, 31, -2, .
[O-]/C(=C(\C(=S)Nc1ccc(Cl)cc1)[n+]1ccccc1)c1ccc(OC(F)F)cc1
 : -5, 0.5, ., -3, ., -7, -1
Cc1ccccc1NC(=O)c1ccc(S(=O)(=O)C(F)F)cc1
 : -1, 1.5, ., 8, 2, 2, 1
CCOc1ccc(OCCC(=O)OCC(=O)N2CCN(c3ccc(OC)cc3)CC2)cc1
 : 6, ., -5, 0, -21, 3, -8
C[C@@H]1CN([C@H](C)CO)C(=O)c2cccc(NS(=O)(=O)c3cn(C)cn3)c2O[C@H]1CN(C)S(=O)(=O)c1ccc(Cl)cc1
 : -12, 0.5, 4, 3, -30, -3, 0
Cc1c(CC(=O)NCC(=O)N[C@H](Cc2ccccc2)C(=O)O)c(=O)oc2cc(O)ccc12
 : 5, ., -6, 2, 14, 5, -120
Cc1ccc(-c2nnc(SCC(=O)Nc3ccccc3F)o2)cc1
 : 19, -0.3, 3, -6, -67, 3, .
O=C(Nc1cc(F)ccc1F)N1C[C@H]2[C@@H](c3ccccc31)[C@@H](CO)N2C(=O)c1ccccc1
 : 19, -0.4, -5, 0, 8, -4, -1
CCCN(C(=O)COC(=O)COc1c(C)cccc1C)c1c(N)n(Cc2ccccc2)c(=O)[nH]c1=O
 : 14, 0.0, 3, -7, 0, 10, -1
CC(C)CCN(C(=O)Cc1ccc(Cl)c(Cl)c1)c1c(N)n(Cc2ccccc2)c(=O)[nH]c1=O
 : -5, 1.8, 2, -2, -82, 3, 1
O=C1N(CCCl)c2ccc(Br)cc2C12OCCO2
 : -1, ., 3, -7, -4, 1, -4
N#Cc1c(SC(C(=O)O)c2ccccc2)nc2c(c1-c1cccs1)CCCC2 (configuration not stated)
 : 4, -0.1, -4, 1, ., -12, 1
O=C(NS(=O)(=O)c1ccccc1[N+](=O)[O-])c1ccccc1
 : ?, -0.3, ., 2, ., 1, 2
CCN(CC)S(=O)(=O)c1ccc(O)c(C(=O)OCC(=O)N2c3ccccc3CC2C)c1 (configuration not stated)
 : 3, ., -7, -5, 1, 0, 0
CCCOc1cc(C)c(S(=O)(=O)NCCOC)cc1C
 : ., 0.9, -3, ., 7, ., .
Cc1ccc2c(c1)C(c1ccncc1)=NNC(c1ccc(F)cc1)=N2
 : -2, ., ., -6, ., -5, 3
COc1ccc(OCC(=O)OCC(=O)NC2CCCCC2C)cc1 (configuration not stated)
 : 11, ., 7, -1, -6, 0, -8
O=C(O)c1ccc(CNC(=O)c2ccccc2NC(=O)c2cccc([N+](=O)[O-])c2)cc1
 : 2, ., ., 8, 3, -4, -1
COc1ccc2c3c([nH]c2c1)[C@@H](CO)N(C(=O)c1ccccn1)CC31CCN(C(=O)C2CCC2)CC1
 : 2, -0.1, ., -11, ., 5, 0
Cc1ccc(CN(C)C(=O)CCc2c[nH]c3ccccc23)o1
 : 2, 0.2, 0, -1, 1, 3, -1
Cc1cccc(C(=O)NC(=S)N2CCN(C(=S)NC(=O)c3cccc(C)c3)CC2)c1
 : 1, 7.3, -4, 0, ., 7, -2
CCOc1cccc2sc(N(CCCN(C)C)C(=O)c3ccc(S(=O)(=O)N(CC)Cc4ccccc4)cc3)nc12
 : 16, ., 4, 1, -4, 9, 2
COc1cccc(/C=N/NC(=O)CSc2cccc3cccnc23)c1
 : 0, 0.0, 2, 0, ., 1, -2
N#C/C(=C/c1ccc(-c2ccc([N+](=O)[O-])cc2)o1)c1nnc(N2CCOCC2)n1-c1ccccc1
 : 3, -0.1, ., -7, -6, 7, -5
CCCCN(CC)CCNC(=O)c1cc2c(C)nc3ccccc3c2o1
 : 3, 0.0, 0, -3, 27, -7, -4
COc1cc(/C=C2\SC(=S)N(CCC(=O)Nc3ccccn3)C2=O)cc(OC)c1OC
 : 3, 0.8, -1, -8, 1, 0, -1
O=C(NCCN1CCOCC1)C(=O)NCc1ccco1
 : ., ., ., 2, 6, 0, -1

Compound activity as filed in PubChem BioAssay.
